Compound activity: PubChem BioAssay, several laboratories
HSP90 inh – HSP90 refolding inhibition in rabbit reticulocyte lysate | 290,000 tested, 0.91% active | AID 1789 | luciferase refolding luminescence, 3 h | inhibition, % at 5.6 µM;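 active means inhibition above the screen-wide mean plus 3 SD, computed separately per campaign, cut at about 16% in these data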;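 further: 0% = DMSO wells and 100% = 60 µM geldanamycin wells; inhibitors lower the luminescence because luciferase stays unfolded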
HSF-1 act – increases HSF-1 driven luciferase reporter signal | NIH3T3-HGL HSF-1 luciferase reporter, MG132, 8 h; 100% = twice DMSO control signal | activation, % at 9 µM | 300,000 tested, 1.7% active;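 active means mean replicate activation of at least 50% with a set share of replicates each reaching 50%; inconclusive means only one of those two conditions met; inactive means mean below 50% and too few replicates reaching it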;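 further: 0% = median of the neutral control wells and 100% = twice that signal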
HIF activator – HIF pathway transcriptional activation; U2OS HRE-luciferase reporter, luminescence; normalized: DMSO 0%, desferrioxamine 100%; activation, % at 7.5 µM (by protocol); 300,000 tested, 0.32% active; AID 1910;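 active means mean activation of at least 10% of the iron chelator positive control signal, with at least half of replicates also reaching 10%; inconclusive means mean and replicate majority disagree about reaching 10%; inactive means mean and most replicates under 10%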
AI-2 QS mod – modulators of Vibrio harveyi AI-2 quorum sensing system. Vibrio harveyi JMH597 AI-2 luminescence/OD600 ratio, 9 h; stronger effect = lower value; strain lacks LuxN and CqsS sensors; 0 = neutral-control median. AID 2094. activity change, % at 7.5 µM. 300,000 tested, 0.4% active; in the data active means activity change below about -75%, passing the limit was not always enough; inconclusive means no clear call, values can overlap the other calls;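 further: luminescence divided by OD600 gain over 9 h not by final OD600 alone; inactives centre near 13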
aSyn UTR inh – MLPCN primary screen, SNCA 5' untranslated region; alpha-synuclein 5'UTR reporter, inhibitor activity; inhibition, % (tested at 7.5 µM); 300,000 tested, 0.82% active; AID 1813; in the data active means inhibition above about 60%; inconclusive means no clear call, values can overlap the other calls;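 further: H4 neuroglioblastoma cells stably carrying SNCA 5'UTR luciferase fusion; 0% = DMSO wells and 100% = positive control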
IEC-6 cytotox – IEC-6 cytotoxicity, counter-screen for KLF5 inhibitors; luminescence viability; inhibition, % at 5 µM; 290,000 tested, 0.78% active; AID 1825; in the data active means inhibition above about 22%;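 further: 0% = plate median of test compound wells and 100% = cytotoxic reference compound wells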
HSF1 inh – HSF1 inhibition; activity change, negative = inhibition, % at 7.5 µM (by protocol); 300,000 tested, 0.77% active; NIH3T3-HGL HSE-luciferase, MG132-induced, luminescence 8 h; stronger effect = lower value;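 active means more than half of replicate wells show activity change below -50%, luminescence cut by over half; inconclusive means some wells, but at most half, below -50%; inactive means no replicate well below -50%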;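 further: luciferase reports HSF-1 transcriptional activity via heat shock element; 0% = median of DMSO wells and -100% = zero luminescence signal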
KLF5 inhibitor – kruppel-like factor 5 inhibition. DLD-1 KLF5 promoter-luciferase reporter, luminescence. inhibition, % at 5 µM. 290,000 tested, 0.23% active. AID 1700;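 active means inhibition above a per-plate limit of that plate's mean compound inhibition plus 3 SD, cut at about 60% in these data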;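 further: 0% = DMSO wells and 100% = LY294002 at 200 µM; higher means less KLF5 promoter-driven luciferase light; inactives centre near -14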
Platelet DG rel – modulates dense granule release in human platelets | inhibition, %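 (compounds screened at 7.5 µM in platelet-rich plasma)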 | human platelet-rich plasma, SFLLRN dense granule ATP release, luminescence | 300,000 tested, 0.22% active;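 active means mean replicate score, as percent of positive control, at or above 50; inconclusive means mean below 50 but at least one replicate at or above 50; inactive means mean and every replicate below 50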
HDAC3 inhib – inhibitors of human histone deacetylase 3; O15379; recombinant HDAC3, fluorogenic peptide/trypsin coupled, fluorescence; inhibition, % at 8.3 µM; 320,000 tested, 0.15% active; AID 2718; in the data active means inhibition above about 26%, passing the limit was not always enough; inconclusive means no clear call, values can overlap the other calls
Target sequence (O15379 whole entry, looked up): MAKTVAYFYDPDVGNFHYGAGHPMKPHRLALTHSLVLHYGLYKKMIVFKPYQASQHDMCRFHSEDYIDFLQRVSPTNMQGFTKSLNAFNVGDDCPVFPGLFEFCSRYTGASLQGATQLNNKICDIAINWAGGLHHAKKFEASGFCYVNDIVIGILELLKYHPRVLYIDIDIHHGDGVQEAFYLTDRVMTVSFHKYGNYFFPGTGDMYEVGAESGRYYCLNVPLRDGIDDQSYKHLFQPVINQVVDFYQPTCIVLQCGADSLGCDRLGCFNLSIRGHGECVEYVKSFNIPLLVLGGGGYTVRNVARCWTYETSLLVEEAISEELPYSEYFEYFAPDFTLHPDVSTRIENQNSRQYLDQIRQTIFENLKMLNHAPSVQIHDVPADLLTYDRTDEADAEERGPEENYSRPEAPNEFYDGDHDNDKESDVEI
An asterisk follows results filed as active; u = inconclusive; x = no result given.

SMILES	HSP90 inh	HSF-1 act	HIF activator	AI-2 QS mod	aSyn UTR inh	IEC-6 cytotox	HSF1 inh	KLF5 inhibitor	Platelet DG rel	HDAC3 inhib
COc1cccc(/C=C2/Sc3ccc(C(=O)NCCN4CCCC4)cc3NC2=O)c1	-2	10	-2.2	7	8	3	1	-18	-3	9
COc1cc(-c2ccc3oc(-c4ccsc4)c(C#CC4(O)CCCCC4)c3c2)cc(OC)c1OC	x	-3	-0.8	32	32	x	6	x	0	1
O=C(NCc1ccc(F)cc1)c1cc(-c2ccco2)on1	-3	7	0.5	-14	0	-4	4	-51	-2	2
COc1ccc(CNC(=O)c2cc(-c3ccncc3)nc3c(C)cc(C)cc23)cc1OC	-1	-6	-0.6	11	-10	1	-4	-10	-3	2
COc1ccc(NC(=O)COc2ccc(N(C)S(=O)(=O)c3ccc(Cl)cc3)cc2)cc1OC	x	17	1.2	16	13	x	3	x	-28	-2
COc1ccc(-c2nc(CS(=O)(=O)CC(=O)NCc3cccc(OC)c3OC)c(C)o2)cc1	-1	-8	0.1	-9	1	-3	-3	-10	-15	x
CN(CC(=O)Nc1ccc(F)c(F)c1F)C(=O)CC1OC(=O)c2ccccc21 (stereo not drawn)	x	0	-1.0	1	14	x	-3	x	8	9
CCOc1ccccc1OCC(=O)Nc1ccc(S(=O)(=O)Nc2nc(C)cc(C)n2)cc1	-5	30	-0.4	5	-2	-2	5	-40	2	2
Cc1ccccc1-c1nc(CSc2nc3c(c(=O)[nH]2)CCC3)c(C)o1	0	-8	0.0	10	16	-6	-5	-4	-23	7
COc1cc(OC)cc(C(=O)N2CCN(c3ncccn3)CC2)c1	6	23	-0.2	7	9	4	-11	0	1	3
CSc1ncccc1C(=O)Nc1ccc(C)cn1	-1	8	0.9	11	-2	4	-2	-47	4	2
CC(=O)NCCNC(=O)c1ccc(Sc2ccccc2)c([N+](=O)[O-])c1	2	6	-0.8	16	-8	-2	2	-19	-1	6
CCc1ccc(C(=O)NC(=S)NCc2cccnc2)cc1	-2	14	0.1	5	-17	-1	7	-36	-4	-1
CC(C)Nc1nnc(SCC(=O)Nc2ccc(F)cc2)s1	1	9	-0.4	23	12	-2	-1	4	-1	6
CC(CCc1ccccc1)NC(=O)CSc1nccc(=O)[nH]1 (stereo not drawn)	5	x	0.3	17	12	4	x	0	0	-1

Ordered by length of the SMILES (highest first): part of the list above.
SMILES	HSP90 inh	HSF-1 act	HIF activator	AI-2 QS mod	aSyn UTR inh	IEC-6 cytotox	HSF1 inh	KLF5 inhibitor	Platelet DG rel	HDAC3 inhib
COc1ccc(-c2nc(CS(=O)(=O)CC(=O)NCc3cccc(OC)c3OC)c(C)o2)cc1	-1	-8	0.1	-9	1	-3	-3	-10	-15	x
CN(CC(=O)Nc1ccc(F)c(F)c1F)C(=O)CC1OC(=O)c2ccccc21 (stereo not drawn)	x	0	-1.0	1	14	x	-3	x	8	9
CCc1ccc(C(=O)NC(=S)NCc2cccnc2)cc1	-2	14	0.1	5	-17	-1	7	-36	-4	-1

Further results
SMILES	HSP90 inh	HSF-1 act	HIF activator	AI-2 QS mod	aSyn UTR inh	IEC-6 cytotox	HSF1 inh	KLF5 inhibitor	Platelet DG rel	HDAC3 inhib
O=C1CC(c2ccccc2)c2cc(O)ccc2O1 (stereo not drawn)	2	-5	-0.6	12	-8	-6	-1	-7	11	1
Cc1cc(NCCC(C)C)n2nc(C)c(-c3ccccc3)c2n1	0	25	0.8	2	-54	0	13	-33	-2	-1
CCOC(=O)C1CCN(C(=S)Nc2ccc(CC)cc2)CC1	-9	-15	1.5	1	-58	-3	-8	-35	2	8
Cn1c2[n+](c3ccc(Cl)cc3c1=O)Cc1ccccc1-2	4	13	-0.1	17	25	4	-3	9	u	-7
CC(C)(C)C(=O)N1CCN(c2nc3ccc(Br)cc3s2)CC1	-3	23	2.5	10	-164	0	12	-129	-1	-6
Cn1c(CSCc2ccc(Cl)c(Cl)c2)n[nH]c1=S	3	-5	-0.4	12	-4	-4	3	-16	5	-4
O=C(NCc1ccccn1)C1(C(F)(F)F)C/C(=C\CCO)CCCO1 (stereo not drawn)	x	-16	-0.7	12	-12	x	-5	x	-1	6
O=C(Nc1ccc(S(=O)(=O)N2CCCC2)cc1)C1CCN(S(=O)(=O)c2ccc(F)cc2)CC1	x	3	-0.5	12	17	x	2	x	11	4
C=CCn1c(CC(=O)Nc2ccc(C)cc2C)nnc1SCC(=O)N1CCOCC1	1	-17	-0.2	25	7	6	-7	7	-13	1
COc1ccc(N(CC(O)CN2CCCCC2)S(=O)(=O)c2ccc(C)cc2)cc1 (stereo not drawn)	-1	25	0.0	14	4	-4	4	-13	6	-2
CCOc1ccc(S(=O)(=O)N2CCN=C2c2ccccc2)cc1	-2	-9	-1.2	6	-27	26*	-4	23	-1	-4
Cc1nc(-c2cccc(S(=O)(=O)N3CCCCC3)c2)cs1	-2	10	-0.2	8	22	4	-1	-28	4	-2
CCCc1ccc(-c2cc(C(=O)NCCc3ccc(S(N)(=O)=O)cc3)c3ccccc3n2)cc1	1	85*	2.5	25	-115	0	41	-45	6	6
O=C(CN(Cc1ccccc1C(F)(F)F)C(=O)CNC(=O)c1ccco1)NC1CCCC1	-4	6	-1.4	15	-7	1	4	19	5	-3
Cc1ccc(NC(=O)C2(NC(=O)c3cccc(N4C(=O)CSC4c4ccccc4)c3)CCCCC2)cc1 (stereo not drawn)	2	15	0.0	1	45	-1	3	-7	3	u
CCCCCCCCCCOC(=O)Cn1c(COc2cccc(OC)c2)[n+](C)c2ccccc21	13	-2	-0.8	32	3	0	2	9	6	17
Cc1nnc(SCC(=O)Nc2cccc(S(=O)(=O)N(C)c3ccccc3)c2)s1	-1	4	-0.5	13	5	0	7	8	-7	1
Cc1cc(NC(=O)c2ccc3c(c2)C(=O)N(CC(C)C)C3=O)no1	5	3	0.6	25	-6	-6	1	-21	-7	-1
O=C1COc2ccc(S(=O)(=O)N3CCC(C(=O)NCc4ccccc4)CC3)cc2N1	-2	6	0.0	16	3	8	4	3	6	6
S=c1[nH]nc(COc2ccccc2)n1/N=C/c1ccncc1	-3	0	-0.1	19	18	-6	-8	-25	-1	4
COc1cccc(NC(=O)CN(C)C(=O)CCNC(=O)c2ccc(Br)cc2)c1	x	-8	1.1	30	5	x	7	x	-3	-4
Cc1nn(C(=O)c2ccco2)c(C)c1Sc1ccc([N+](=O)[O-])cc1	1	-7	-0.2	19	-21	0	-10	0	3	-2
COc1ccccc1C(O)(C(=O)NN(C(=O)c1ccccc1)c1ccccc1C)c1cccs1 (stereo not drawn)	-5	x	x	x	x	-4	x	-3	x	-5
COCc1cccc(C(=O)NC(c2ccccc2)c2ccccc2)c1	-5	-10	0.0	26	0	-1	-2	-8	-2	-2
CCCCNc1nc(NC)nc(Cl)c1SC	-3	-3	0.1	7	46	1	4	-11	-5	-4
COc1cccc(C(=O)N(CN2CCCC2=O)c2cc(C)on2)c1	3	-5	-0.3	-5	21	-1	2	-6	-9	0
Cc1noc(C)c1COc1ccccc1C(=O)NCCc1ccc(Cl)cc1	x	31	0.9	16	-51	x	35	x	-2	-1
COc1ccc(-c2[nH]ncc2CNC(C)CCn2cccn2)c(F)c1 (stereo not drawn)	0	-2	0.5	28	17	-11	-3	-17	-20	0
Cc1cc(Br)ccc1S(=O)(=O)n1ccnc1C	-2	10	0.6	28	-41	0	-4	-9	1	-2
Cc1ccc(-c2nnc(SCC(=O)N/N=C/c3ccc(C(=O)O)cc3)n2C2CCCCC2)cc1	-7	1	-0.3	14	5	-9	1	-32	-8	1
COc1ccccc1Nc1nc(NCCC(C)C)nc(N)c1[N+](=O)[O-]	-1	4	0.8	19	45	-1	5	-5	-3	-7
Cc1ccc(S(=O)(=O)N2CCOC2CNC(=O)C(=O)NCCN2CCOCC2)cc1 (stereo not drawn)	2	5	-0.3	0	18	6	2	-12	-26	-3
O=C(NCc1ccccc1)c1ccc(CS(=O)Cc2ccc(Cl)cc2)o1 (stereo not drawn)	0	9	-0.2	36	3	0	1	-5	-4	-4
CCOC(=O)CN(C(=O)c1snc(C(N)=O)c1N)C(C(=O)NCCC(C)C)c1ccc(F)cc1 (stereo not drawn)	-1	4	-6.3	29	-18	0	5	-27	-7	0
CCC(C(=O)NCCCN(CC)Cc1ccccc1)n1nc(C)c2sc3ccccc3c2c1=O (stereo not drawn)	-3	5	-0.4	17	23	9	13	-6	0	-8
Cc1ccc(/C=N/n2c(C)cc(C)c(C#N)c2=O)cc1	-5	-1	0.4	20	23	-17	0	-7	1	0
COc1ccc(OC)c(S(=O)(=O)NC2CC(=O)N(c3ccc(C)c(C)c3)C2)c1 (stereo not drawn)	x	-15	-0.1	17	11	x	2	x	-30	0
O=C(CN1CCN(CC(=O)c2ccc(F)cc2)CC1)Nc1ccccc1Cl	-1	3	0.0	-5	12	-1	-2	-7	-14	8
O=C(CCc1ccccc1)N1CCCC1	-1	4	1.7	16	4	-2	-7	-14	-7	-8
COc1cccc(-c2noc(C3CCCN(C(=O)c4ccccc4OC)C3)n2)c1 (stereo not drawn)	-6	39	0.7	7	-85	-2	19	-98	4	4
CSc1ncccc1C(=O)OCC(=O)NC(C)(C)C	-3	-7	0.4	12	21	-2	0	-19	-14	1
COc1ccc2c(CC(=O)OCC(=O)c3ccccc3OC)coc2c1	6	19	-0.6	10	5	5	-5	10	2	1
COc1cccc(NC(=O)CSc2nnc(-c3cccc(OC(C)C)c3)n2N)c1	4	34	2.2	10	-73	4	5	-30	-3	x
CC(=O)N1CCN(c2cc3c(cc2F)c(=O)c(C(=O)O)cn3C2CC2)CC1	-3	-6	-0.4	28	20	-8	-5	-18	-3	-13
CCN1C(=O)CSc2ccc(C(=O)NCc3ccco3)cc21	0	13	-0.6	41	8	1	-5	-19	1	-3
COC(=O)c1c(NC(=O)COC(=O)CCNS(=O)(=O)c2ccc(NC(C)=O)cc2)sc(C)c1C	x	5	-0.7	15	-10	x	-1	x	x	-1
CC(C)(C)NS(=O)(=O)c1ccc(OCC(=O)Nc2ccc3c(c2)OCCO3)cc1	5	15	-0.5	37	4	0	-3	0	0	3
COc1cc(C2C(C(C)=O)=C(O)C(=O)N2CCc2ccc(OC)c(OC)c2)ccc1O (stereo not drawn)	-1	-2	0.4	31	-3	5	1	-11	-8	-3
C/C(=N\NC(=O)c1c(Cl)c(C)nn1C)c1cccc(NC(=O)c2cccc(F)c2)c1	-5	13	0.3	8	-49	1	5	-34	7	11
CCCCCNc1nc(-c2ccccc2)nc(-n2ccnc2)n1	2	3	-1.0	-1	-1	7	-10	14	-1	10
O=C(COc1ncnc2c1cnn2-c1ccccc1)Nc1ccc(S(=O)(=O)N2CCCCC2)cc1	-8	1	0.5	-8	22	2	-3	6	0	5
O=C(CSc1nnnn1-c1cccc(C(=O)O)c1)NC(c1ccccc1)c1ccccc1	1	1	-0.3	5	17	4	-7	-18	1	-4
COC(=O)c1c(NC(=O)c2ccccc2)sc(Cc2ccccc2)c1C	-3	-1	0.1	21	17	-3	1	-13	2	1
O=C(O)c1ccccc1C(=O)c1ccc(-c2ccccc2)cc1	-6	19	-3.5	66	-5	-3	5	-77	0	8
CN(C)S(=O)(=O)c1ccc2c(c1)C(CC(=O)O)OC2=O (stereo not drawn)	2	-4	-0.9	23	25	1	2	-29	0	1
O=C(c1[nH]ncc1-c1cccc(Br)c1)C1CO1 (stereo not drawn)	4	33	1.2	-36	-7	0	10	9	12	-5
